Bioassay records (PubChem BioAssay)
Rab7 wt GTP bind = modulators of GTP binding to dog Rab7 wildtype GTPase; 190,000 tested, 0.055% active; AID 758; GST-Rab7 beads, fluorescent GTP binding, flow cytometry; actives lie on both sides; untreated = 100%, excess cold GTP = 0%; GTP binding activity (percent of control), % at 10 µM;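 active = fluorescent GTP binding to Rab7 beads changed by at least 20 points from the 100% baseline, either direction, mostly lower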;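 note: median green fluorescence of bound Bodipy-FL-GTP per Rab7 bead population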
Bim-Bcl-XL = human Bim-Bcl-XL interaction inhibition | Q07817 | Bim peptide-Bcl-XL binding, bead flow cytometry, fluorescence | inhibition, % at 10 µM | 190,000 tested, 0.04% active | AID 1007
Bcl-2 Bim block = human Bim-Bcl-2 interaction inhibition; AID 950; P10415; inhibition, % at 10 µM; 190,000 tested, 0.06% active; Bead-based flow cytometry, Bim peptide-Bcl-2 binding; in the data active = inhibition above about 40%;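 note: 0% = no compound wells with probe peptide and 100% = reference peptide inhibitor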
Target sequence (P10415 whole entry, looked up): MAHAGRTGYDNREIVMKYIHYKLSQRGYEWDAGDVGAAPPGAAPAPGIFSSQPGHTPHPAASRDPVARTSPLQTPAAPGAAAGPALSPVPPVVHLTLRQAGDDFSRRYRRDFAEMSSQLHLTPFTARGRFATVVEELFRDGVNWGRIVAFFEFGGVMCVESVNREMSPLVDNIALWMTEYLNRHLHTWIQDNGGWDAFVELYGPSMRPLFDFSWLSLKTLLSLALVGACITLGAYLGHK
HRas wt GTP = human HRas wildtype GTP binding, change in either direction; P01112; GST-Ras wt beads, Bodipy-FL-GTP binding, flow cytometry; actives lie on both sides; GTP binding activity, % at 10 µM; 190,000 tested, 0.14% active;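 active = GTP binding activity at least 20% away from the 100% baseline, either lowered as inhibitor or raised as activator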;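 note: 0% = unlabeled GTP competition control and 100% = no-compound control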
Target sequence (P01112 whole entry, looked up): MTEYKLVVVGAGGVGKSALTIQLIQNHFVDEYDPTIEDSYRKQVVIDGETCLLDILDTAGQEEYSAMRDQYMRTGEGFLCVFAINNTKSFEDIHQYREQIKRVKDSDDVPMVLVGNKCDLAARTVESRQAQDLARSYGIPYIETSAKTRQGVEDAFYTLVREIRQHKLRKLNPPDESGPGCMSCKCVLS
Bim-Bcl-W = human Bim-Bcl-W interaction inhibition; bead-based flow cytometry, Bim peptide-Bcl-W binding; inhibition, % at 10 µM; 190,000 tested, 0.02% active;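 note: 0% = bound tracer without compound and 100% = peptide blocker; higher means less fluorescent Bim peptide bound to Bcl-W beads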
Target sequence (Q92843 whole entry, looked up): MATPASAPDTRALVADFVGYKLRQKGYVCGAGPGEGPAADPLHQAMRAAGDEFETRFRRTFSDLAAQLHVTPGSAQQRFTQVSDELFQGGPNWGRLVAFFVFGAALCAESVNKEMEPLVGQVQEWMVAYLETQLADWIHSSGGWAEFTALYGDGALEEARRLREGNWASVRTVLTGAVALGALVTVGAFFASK
Rab2 wt GTP = changes GTP binding to wildtype dog Rab2A, up or down; AID 760; 190,000 tested, 0.19% active; GST-Rab2 wt beads, Bodipy-GTP binding, flow cytometry; GTP binding activity, % at 10 µM; P61105;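 active = GTP binding activity at least 20 points away from 100%, either lowered or raised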;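 note: 0% = beads with excess unlabeled GTP and 100% = no-compound control corrected for plate trend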
Bcl-B Bim block = human Bim-Bcl-B interaction inhibition. Q9HD36. bead-based flow cytometry, Bim peptide-Bcl-B binding. inhibition, % at 10 µM. 190,000 tested, 0.073% active. AID 951;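 note: 0% = tracer peptide without compound and 100% = reference inhibitor peptide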
Target sequence (Q9HD36 whole entry, looked up): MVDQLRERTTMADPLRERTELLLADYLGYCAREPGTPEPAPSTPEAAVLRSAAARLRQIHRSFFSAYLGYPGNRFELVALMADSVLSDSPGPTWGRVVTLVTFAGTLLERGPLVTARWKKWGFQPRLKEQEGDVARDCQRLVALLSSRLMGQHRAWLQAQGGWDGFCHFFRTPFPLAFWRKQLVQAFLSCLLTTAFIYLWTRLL
Rac1 wt GTP bind = modulators of human Rac1 wildtype GTP binding; GTP binding activity (% of control), % at 10 µM; GST-Rac1 beads, fluorescent GTP binding, flow cytometry; actives lie on both sides; 0 = cold GTP competed, 100 = untreated; AID 757; 190,000 tested, 0.27% active;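 active = GTP binding activity at least 20 points away from the 100% control level, either lower or higher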
Rac1 mut GTP = alters GTP binding to activated mutant human Rac1. P63000. GST-Rac1 activated beads, fluorescent GTP binding, flow cytometry; actives lie on both sides; 100% means binding = to untreated wells. percent activity (GTP binding), % at 10 µM. 190,000 tested, 0.11% active. AID 764;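 active = GTP binding at least 20 percentage points away from the 100% baseline, in either direction, so actives lie on both sides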
Bim-Bfl-1 = human Bim-Bfl-1 interaction inhibition | Q16548 | Bead-based flow cytometry, Bim-Bfl-1 binding inhibition | inhibition, % at 10 µM | 190,000 tested, 0.12% active;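 note: 0% = wells without compound plus tracer and 100% = blocker peptide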
Cdc42 wt = modulators (inhibitors or activators) of GTP binding to human Cdc42 wildtype | 190,000 tested, 0.2% active | GST-Cdc42 beads, Bodipy-GTP binding, flow cytometry; actives lie on both sides | percent activity (GTP binding), % at 10 µM | AID 761;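 active = percent activity GTP binding at least 20 points away from the 100% baseline, either down as inhibitor or up as activator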;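 note: median bead fluorescence of bound Bodipy-FL-GTP at 100 nM; 0% = excess unlabeled GTP control and 100% = no compound control; below 100% means less GTP binding so inhibitor and above means activator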
Target sequence (P60953 whole entry, looked up): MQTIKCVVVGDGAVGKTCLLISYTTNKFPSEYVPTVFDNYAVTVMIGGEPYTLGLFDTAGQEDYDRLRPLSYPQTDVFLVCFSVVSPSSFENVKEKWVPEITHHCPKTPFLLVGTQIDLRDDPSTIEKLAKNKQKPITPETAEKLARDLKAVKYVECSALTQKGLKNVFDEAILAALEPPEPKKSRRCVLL
* hit, by the source's call. Cut-off read from the data, not from the text of the source, unless noted: active = inhibition above about 40%.

SMILES	Rab7 wt GTP bind	Bim-Bcl-XL	Bcl-2 Bim block	HRas wt GTP	Bim-Bcl-W	Rab2 wt GTP	Bcl-B Bim block	Rac1 wt GTP bind	Rac1 mut GTP	Bim-Bfl-1	Cdc42 wt
Nc1nnc(CC(=O)N/N=C/c2cccc([N+](=O)[O-])c2)s1	105	-4	-1	104	0	105	-3	103	99	-2	101
Cc1ccc(S(=O)(=O)N(C)CC(=O)N2CCOCC2)cc1	93	-11	-10	94	-4	92	-12	91	92	-14	96
COc1ccc(CCNC(=O)COC(=O)C2CCCCC2)cc1	100	-2	2	98	-2	95	-3	101	95	0	97
CC(=O)Nc1ccc(NC(=O)c2ccc(CSc3ccccc3)o2)cc1	96	-3	0	94	0	93	-2	98	97	-8	94
CCOC(=O)CSc1nc2sc3c(c2c(=O)[nH]1)CC(C)(CC)OC3 (stereo not given)	99	-5	-8	99	-2	97	-7	100	95	-16	97
COc1ncccc1-c1nnn(-c2ccccc2)n1	103	-1	-2	97	0	97	-8	97	95	-1	99
CCOc1cc(/C=N/Nc2ccccc2Cl)ccc1OCC(=O)O	98	-3	-1	98	0	95	-1	98	96	2	95
Clc1cccc(/C=N/Nc2nc(Cl)nc3ccccc23)c1	96	1	0	96	0	96	1	97	97	-4	97
NC(=O)CC[C@H](NC(=O)c1ccc(F)cc1)C(=O)OCC(=O)Nc1ccc(N2CCOCC2)cc1	97	-5	-2	100	-2	100	-3	101	98	0	101
Cc1c(CNC2CCCC(C)C2C)c(C(=O)O)c(C)n1Cc1ccccc1 (stereo not given)	96	-2	0	99	0	99	0	103	101	0	99
CN1CCN(CC(=O)N/N=C/c2ccc(F)c(F)c2)CC1	102	0	-1	101	0	99	1	108	102	1	106
Cn1c(O)c(/C=N/Nc2ccccc2)c(=O)n(C)c1=O	103	-2	-3	96	-7	95	-8	98	93	-9	92
CCN(CC)CC(C)OC(=O)COc1ccc(OC)cc1 (stereo not given)	99	-2	2	98	-2	100	0	105	99	1	102
O=C(CCl)Nc1cn(-c2ccccc2)nc1-c1ccccc1	104	0	0	97	0	98	0	101	96	-5	99
O=C(Nc1ccccc1)Nc1ccccc1C(=O)NCc1ccco1	101	-4	-6	101	0	101	-10	104	101	-16	104
O=C(CSc1cccc[n+]1[O-])Nc1cc(S(=O)(=O)N2CCOCC2)ccc1N1CCOCC1	93	-2	12	102	-1	95	0	102	101	1	99
CC(C)=CC(=O)Nc1ccc(Br)cc1	103	0	-7	103	2	102	-4	109	98	-12	101
Nc1[nH]c(N=NC(=O)c2ccc(F)cc2)c2ccccc12	100	-2	2	97	0	97	-5	99	97	1	95
CC(C)(C)c1nc(S(=O)(=O)c2ccc(Cl)cc2)c(N2CCOCC2)o1	103	-10	-3	100	-2	99	-2	100	96	-23	98
O=C(N/N=C/C1CC2CCC1C2)c1ccc2c(c1)OCO2 (stereo not given)	99	-4	-4	102	-3	102	-5	102	99	-2	101
C/C(=N\Nc1nc(-c2ccc(C)cc2C)cs1)c1cc2ccccc2oc1=O	103	-8	-6	104	-3	103	-5	105	103	-9	107
COC(=O)c1cn(-c2ccccc2)nc1-c1cccnc1	101	3	3	96	4	93	5	101	99	1	97
COc1ccc2cc(CN(Cc3cccs3)Cc3nnnn3Cc3ccccc3)c(=O)[nH]c2c1	103	0	3	104	-1	98	1	109	99	0	99
CSc1nc(=NC(C)=O)ss1	98	-4	-10	100	-2	97	-48	96	94	19	97
COc1cccc(-c2nnc(SCc3nc4ccccc4[nH]3)n2N)c1	94	-1	0	92	0	90	-1	92	93	0	91

Arranged by heavy-atom count (high to low): some entries from above.
SMILES	Rab7 wt GTP bind	Bim-Bcl-XL	Bcl-2 Bim block	HRas wt GTP	Bim-Bcl-W	Rab2 wt GTP	Bcl-B Bim block	Rac1 wt GTP bind	Rac1 mut GTP	Bim-Bfl-1	Cdc42 wt
Cc1c(CNC2CCCC(C)C2C)c(C(=O)O)c(C)n1Cc1ccccc1 (stereo not given)	96	-2	0	99	0	99	0	103	101	0	99
O=C(Nc1ccccc1)Nc1ccccc1C(=O)NCc1ccco1	101	-4	-6	101	0	101	-10	104	101	-16	104
Nc1nnc(CC(=O)N/N=C/c2cccc([N+](=O)[O-])c2)s1	105	-4	-1	104	0	105	-3	103	99	-2	101

Three compounds from above, limited to Bim-Bcl-W.
SMILES | Bim-Bcl-W
O=C(N/N=C/C1CC2CCC1C2)c1ccc2c(c1)OCO2 (stereo not given) | -3
C/C(=N\Nc1nc(-c2ccc(C)cc2C)cs1)c1cc2ccccc2oc1=O | -3
COC(=O)c1cn(-c2ccccc2)nc1-c1cccnc1 | 4

(next part)
SMILES	Rab7 wt GTP bind	Bim-Bcl-XL	Bcl-2 Bim block	HRas wt GTP	Bim-Bcl-W	Rab2 wt GTP	Bcl-B Bim block	Rac1 wt GTP bind	Rac1 mut GTP	Bim-Bfl-1	Cdc42 wt
COc1ccc(CN2C(=O)NC3(CCCCCC3)C2=O)cc1F	100	-2	0	103	-3	103	-6	104	102	-1	103
Cc1cccc(-n2c(C)cc(C(=O)NC3CCCCC3)c2C)c1	102	-5	-7	103	-4	102	-8	101	101	-13	99
Cc1nnc(NCc2ccco2)c2ccccc12	103	-5	-7	102	0	103	-3	102	100	-10	102
O=C(CNC(=O)c1ccc(S(=O)(=O)N2CCCC2)cc1)N/N=C/c1ccccc1	102	-8	-9	101	-3	100	-7	103	99	-16	99
CCCOc1ccc(/C(O)=C2/C(=O)C(=O)N(CCN(C)C)C2c2ccc(O)c(OC)c2)cc1 (stereo not given)	100	-10	-7	99	-7	97	-7	100	99	-10	102
O=[n+]1c2c(n([O-])c3cc(Br)ccc31)CCC2	98	-16	-7	98	1	98	-5	102	98	-11	99
O=C(NCc1ccon1)c1ccc(OC2CCN(CCc3ccccc3)CC2)cc1	97	-5	-3	100	-3	96	-3	100	97	-5	97
CC(C(=O)NC1CCCC1)N(C(=O)c1ccc(-c2ccccc2)[nH]1)c1ccccc1F (stereo not given)	95	-3	-4	97	0	96	-4	99	98	-11	96
O=c1c2cc(N3CCOCC3)ccc2[nH]c(=S)n1Cc1ccccc1Cl	94	-4	0	95	-3	94	-10	100	93	-2	90
Clc1ccc(-c2nnc(CSc3nnc(-c4cccs4)o3)o2)cc1	98	-7	-14	98	-1	98	-7	102	99	-11	95
Clc1ccccc1Cc1noc(CN2CCCCC2c2ccccn2)n1 (stereo not given)	95	-2	-1	97	-3	95	-5	100	98	-7	98
Cc1c(N(C)C)nc2ccccc2c1N	98	-15	-5	100	5	98	-3	106	94	-14	100
CN(CC(=O)Nc1cccc(F)c1)CC(=O)Nc1ccc(Cl)cc1[N+](=O)[O-]	100	-5	1	98	-2	96	-2	97	95	-4	95
CCc1ccc(C(=O)Nc2cc(C)ccc2F)s1	100	-4	0	98	-1	97	-3	95	98	-2	100
Cc1oc(-c2cccc(Cl)c2)nc1CN1CCCC(C(=O)NCc2ccco2)C1 (stereo not given)	101	-4	-2	98	-1	100	-1	95	95	0	100
O=C(CS(=O)(=O)Cc1ccccc1)Nc1ccc(Cl)cn1	101	-7	-18	102	-5	100	-5	103	102	0	98
CC(=O)c1sc(N)c(C(=O)OC(C)C)c1C	101	-2	-1	104	-1	103	-1	101	100	-1	104
CC(C)OCCCNC(=O)Cc1ccc(Br)cc1	105	-3	-2	96	-2	97	-2	96	94	-4	96
COc1ccc(CCNC(=O)CSc2nc3ccccc3c3nc(CCN4CCCCC4)nn23)cc1OC	98	-5	0	99	0	101	-3	107	94	-3	99
Cc1ccc(S(=O)(=O)N2CCN(CC(=O)N/N=C\c3ccc(Cl)c([N+](=O)[O-])c3)CC2)cc1	101	-8	-6	101	-7	100	-10	105	101	-16	102
Cc1nc2ccc(S(=O)(=O)NCC(=O)N3CCN(c4ccccn4)CC3)cc2s1	98	-5	-7	100	0	100	-13	101	99	-7	101
Cc1ccc(S(=O)(=O)N2CCC(C(=O)NNC(=O)c3cccnc3)CC2)cc1	109	-1	0	96	-6	101	-2	98	93	-2	95
Cn1cc(Cl)c(C(=O)Nc2nc3ccccc3s2)n1	101	-4	-7	101	1	102	-10	104	100	-8	100
O=C(NCC(=O)N(c1ccccc1)C(C(=O)NC1CCCC1)c1cccnc1)c1cccs1 (stereo not given)	96	-4	-2	100	-2	97	-1	97	96	-1	98
C=CCN(C(=O)CNS(=O)(=O)c1ccccc1)C(C(=O)NCCOC)c1ccncc1 (stereo not given)	104	-1	-3	104	0	104	-6	109	99	-5	101
COc1cc(C(C(=O)NC(C)(C)C)N(C(=O)CNC(=O)c2cccs2)c2ccc(C(C)C)cc2)cc(OC)c1OC (stereo not given)	95	1	0	95	0	95	0	96	94	-1	93
Cc1ccccc1CCN(C(=O)Cn1nnc2ccccc21)C(C(=O)NCC1CCCO1)c1nc2ccccc2n1C (stereo not given)	101	-4	-4	101	-5	100	-8	104	99	-14	101
Cc1cccc(C2CC(c3ccccc3)Nc3nc(N)nn32)c1 (stereo not given)	99	-3	-4	100	0	101	-3	105	99	-7	104
COc1ccc(-c2cc(C(F)(F)F)nc(SCC(=O)Nc3sc4c(c3C#N)CCC4)n2)cc1	97	-14	-8	100	0	97	-11	100	97	-10	96

Sorted by value in Bim-Bcl-W (high to low): three from the list above.
SMILES	Rab7 wt GTP bind	Bim-Bcl-XL	Bcl-2 Bim block	HRas wt GTP	Bim-Bcl-W	Rab2 wt GTP	Bcl-B Bim block	Rac1 wt GTP bind	Rac1 mut GTP	Bim-Bfl-1	Cdc42 wt
CC(C)OCCCNC(=O)Cc1ccc(Br)cc1	105	-3	-2	96	-2	97	-2	96	94	-4	96
O=c1c2cc(N3CCOCC3)ccc2[nH]c(=S)n1Cc1ccccc1Cl	94	-4	0	95	-3	94	-10	100	93	-2	90
Cc1ccc(S(=O)(=O)N2CCN(CC(=O)N/N=C\c3ccc(Cl)c([N+](=O)[O-])c3)CC2)cc1	101	-8	-6	101	-7	100	-10	105	101	-16	102

Fetched by compound from above:
SMILES	Rab7 wt GTP bind	Bim-Bcl-XL	Bcl-2 Bim block	HRas wt GTP	Bim-Bcl-W	Rab2 wt GTP	Bcl-B Bim block	Rac1 wt GTP bind	Rac1 mut GTP	Bim-Bfl-1	Cdc42 wt
O=C(CNC(=O)c1ccc(S(=O)(=O)N2CCCC2)cc1)N/N=C/c1ccccc1	102	-8	-9	101	-3	100	-7	103	99	-16	99
O=C(CS(=O)(=O)Cc1ccccc1)Nc1ccc(Cl)cn1	101	-7	-18	102	-5	100	-5	103	102	0	98
Clc1ccccc1Cc1noc(CN2CCCCC2c2ccccn2)n1 (stereo not given)	95	-2	-1	97	-3	95	-5	100	98	-7	98
COc1cc(C(C(=O)NC(C)(C)C)N(C(=O)CNC(=O)c2cccs2)c2ccc(C(C)C)cc2)cc(OC)c1OC (stereo not given)	95	1	0	95	0	95	0	96	94	-1	93

Rows are unselected, and some 0.62% of all compounds hit somewhere here.
